Source: PubChem (several laboratories)
SKKanGAS inh: S. pyogenes SKKanGAS growth inhibitors in kanamycin, primary screen, streptokinase expression inhibitor project, SKKanGAS strain, BacTiter-Glo luminescence; 6 h; inhibition, % at 7.5 µM; 300,000 compounds, 1.3% hits; AID 1662, 2009;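 active means mean replicate score, as percent of positive control median, at least 50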;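 further: strain carries kanamycin resistance gene driven by streptokinase promoter and grows in 40 µg/ml kanamycin; loss of luminescence reflects streptokinase promoter inhibition or plain growth inhibition; 0% = median of DMSO wells and 100% = positive control at its reference dose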
RGS4 pot: RGS4 potentiators or activators, primary screen, cell-based, HEK293 M3R inducible RGS4, calcium flux | 310,000 compounds, 0.92% hits | carbachol calcium flux Fluo4; stronger effect = lower value | B-score at 10 µM;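 active means B-score of the integrated calcium signal more than 4 SD below the library mean, with starting fluorescence not abnormally high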;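 further: negative B-score means reduced calcium response which marks RGS4 activation or potentiation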
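Material: M3R-expressing HEK293 line, RGS4 induced by doxycycline | Schedule: Overnight RGS4 induction, 30 min dye load 37 °C, 20 min compound RT | Measured by: Fluo4 fluorescence kinetic imaging of calcium | Read-out: Integrated calcium ratio converted to B score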
RGS4 inh: RGS4 inhibitors, primary screen, cell-based, HEK293 M3R inducible RGS4, calcium flux; Regulator of G-protein signaling 4 (Homo sapiens), P49798; Fluo-4 calcium flux; stronger effect = higher value; triggered by carbachol at its EC20; B-score at 10 µM; 310,000 compounds, 0.45% hits;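 active means B-score, a plate-corrected calcium signal, over three deviations above library mean, with baseline fluorescence within five deviations of library mean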;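 further: RGS4 expression induced by doxycycline in cells with stable M3 receptor; B-score is computed from the integrated fluorescence ratio over baseline after carbachol; higher B-score means a larger calcium signal and so more RGS4 inhibition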
Target sequence (P49798 whole entry, looked up): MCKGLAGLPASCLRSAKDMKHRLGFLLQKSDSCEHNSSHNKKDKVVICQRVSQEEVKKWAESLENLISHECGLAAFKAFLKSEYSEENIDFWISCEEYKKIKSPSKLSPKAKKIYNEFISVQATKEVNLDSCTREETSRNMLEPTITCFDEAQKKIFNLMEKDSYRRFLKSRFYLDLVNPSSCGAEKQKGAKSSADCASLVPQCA
MrgX1 allo act: positive allosteric modulators of MrgX1, primary screen, HEK293 cells, Fluo-4 calcium flux. Mas-related G-protein coupled receptor member X1 (Homo sapiens), Q96LB2. FDSS; stronger effect = higher value. B-score at 10 µM. 310,000 compounds, 0.63% hits. AID 588675, 2011;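 active means plate-corrected calcium response at least 3 library SD above typical, normal starting fluorescence, not activating the receptor alone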;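 further: compound read alongside a low EC10 to EC30 dose of BAM8-22 agonist; peak minus trough fluorescence over baseline measured at the second addition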
Target sequence (Q96LB2 whole entry, looked up): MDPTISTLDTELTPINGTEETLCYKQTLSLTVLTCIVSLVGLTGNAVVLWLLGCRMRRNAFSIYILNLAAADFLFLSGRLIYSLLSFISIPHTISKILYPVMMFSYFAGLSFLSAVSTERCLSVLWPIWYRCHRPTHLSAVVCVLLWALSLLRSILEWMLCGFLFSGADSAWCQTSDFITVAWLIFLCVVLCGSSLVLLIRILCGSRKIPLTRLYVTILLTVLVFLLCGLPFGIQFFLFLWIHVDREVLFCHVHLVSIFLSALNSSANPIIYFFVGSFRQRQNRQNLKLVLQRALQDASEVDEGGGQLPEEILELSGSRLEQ
TRPC6 activator: mouse TRPC6 channel activators, primary screen, cell-based, HEK293, membrane potential dye. Short transient receptor potential channel 6 (Mus musculus), Q61143. HEK293-TRPC6 membrane potential dye fluorescence; stronger effect = higher value. B-score at 10 µM. 310,000 compounds, 0.13% hits;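 active means B-score of the integrated fluorescence ratio above library mean plus 3 SD, and starting fluorescence ratio within library mean plus 5 SD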;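 further: higher score means more depolarization so channel activation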
TRPC6 inhibitor: mouse TRPC6 channel inhibitors, primary screen, cell-based, HEK293, membrane potential dye; ACh-evoked depolarization; stronger effect = lower value; B-score at 10 µM; 310,000 compounds, 1.1% hits;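 active means B-score under library mean minus 3 SD, initial fluorescence not abnormally high, positive integrated signal ratio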;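 further: B-score derived from integrated fluorescence ratio over the kinetic read; more negative B-score means stronger inhibition of depolarization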
TRPC4 inh: inhibitors of mouse TRPC4 channel, primary screen, Fluo4 calcium, HEK293 TRPC4beta/mu-opioid cells; Short transient receptor potential channel 4 (Mus musculus), Q9QUQ5; B-score at 10 µM; 300,000 compounds, 0.39% hits; DAMGO-evoked Fluo4 calcium flux; stronger effect = lower value;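 active means B-score over 3 SD under the library average, no early fluorescence shift, positive overall ratio signal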
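System: stable TRPC4beta/mu-opioid receptor HEK293 cells; Dosing: single-point compound dosing; Measured by: Fluo4 Ca2+ flux fluorescence; Read-out basis: per-well B score of integrated baseline-normalized Fluo4 ratio.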
Platelet DG rel: inhibitors of platelet dense granule secretion, primary screen, cell-based, MLPCN, human platelets; human platelet-rich plasma, SFLLRN dense granule ATP release, luminescence; inhibition, %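 (compounds screened at 7.5 µM in platelet-rich plasma)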; 300,000 compounds, 0.22% hits;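 active means mean replicate score, as percent of positive control, at or above 50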
MrgX1 agonist: agonists of human MrgX1 receptor, primary screen, HEK293 cells, Fluo-4 calcium flux | Mas-related G-protein coupled receptor member X1 (Homo sapiens), Q96LB2 | B-score at 10 µM | 310,000 compounds, 0.44% hits | Fluo-4 calcium fluorescence, agonist mode; stronger effect = higher value | AID 588627, 2011;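 active means calcium response B-score plate-corrected fluorescence ratio at least 3 library SD, with starting fluorescence B-score inside 5 SD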
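System: HEK293 cells stably expressing human MrgX1 receptor; Dosing: test compound in the initial addition of three; Schedule: overnight plating, then 30 min 37 °C plus 30 min room-temperature dye loading; Detection: kinetic calcium dye fluorescence, Fluo-4 NW; Controls: per-plate positive and negative controls for Z′ factor.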
HIF act: HIF pathway transcriptional activators, primary screen, cell-based, U2OS HRE-luciferase, luminescence; U2OS HRE-luciferase reporter; normalized: DMSO 0%, desferrioxamine 100%; activation, % at 7.5 µM (by protocol); 300,000 compounds, 0.32% hits;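 active means mean activation of at least 10% of the iron chelator positive control signal, with at least half of replicates also reaching 10%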
MrgX1 antagonist: antagonists of human MrgX1 receptor, primary screen, HEK293 cells, Fluo-4 calcium flux. BAM8-22 antagonism; stronger effect = lower value. 310,000 compounds, 1.3% hits. Mas-related G-protein coupled receptor member X1 (Homo sapiens), Q96LB2. B-score at 10 µM;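 active means calcium-response B-score plate-corrected more than 3 library SD below zero, starting fluorescence within 5 deviations, no agonist response on first addition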;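 further: peak minus trough fluorescence over baseline after final BAM8-22 challenge near maximal dose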
* = called active by the depositor; i = inactive; nt = not tested or not shown.

Screens in order – TRPC6 inhibitor	RGS4 pot	MrgX1 antagonist	RGS4 inh	SKKanGAS inh	MrgX1 agonist	TRPC4 inh	HIF act	Platelet DG rel	MrgX1 allo act	TRPC6 activator
- CCCn1c(N)c(C(=O)COC(=O)CCNS(=O)(=O)c2ccccc2F)c(=O)[nH]c1=O
    i	i	i	i	-15.8	i	i	0.1	-22.8	i	i
- COc1ccc(OCCCC(=O)Nc2nc(C)c(C(C)=O)s2)cc1
    i	i	i	i	0.5	i	i	-0.6	-1.9	i	i
- CCn1c(SCC(=O)NCc2ccc3c(c2)OCO3)nnc1-c1c[nH]c2ccccc12
    i	i	i	i	-13.9	i	i	0.0	-2.6	i	i
- CCc1ccc2nc(Nc3ccc(OC)cc3OC)c(C#N)cc2c1
    i	i	i	i	18.3	i	i	0.3	1.3	i	i
- COc1cc2c(cc1OC)[C@H](Cc1ccc(O)cc1)NCC2
    i	i	i	i	1.2	i	i	-0.5	-1.4	i	i
- CCOC(=O)C1C(C)N=C2SCC(=O)N2C1c1cccc(Br)c1 (stereo not drawn)
    i	i	i	i	6.5	i	i	0.3	1.4	i	i
- O=C(NCc1ccco1)/C(=C\c1ccco1)NC(=O)c1ccco1
    i	i	i	i	-8.0	i	i	-0.1	-4.9	i	i
- Cc1cc(C)nc(/N=C2\NC(=O)CC(C(=O)O)N2c2ccc(Cl)cc2Cl)n1 (stereo not drawn)
    i	i	i	i	2.3	i	i	0.2	6.6	i	i
- CCCN1CCN(C(=O)C2CCN(c3ncnc4c3nc3n4CCCCC3)CC2)CC1
    i	i	i	i	-0.4	i	i	0.7	2.3	i	i
- O=C(CCCSc1nnc(Nc2ccccc2F)s1)N1CCOCC1
    i	i	i	i	-4.5	i	i	-0.2	-1.5	i	i
- CCN(CC)S(=O)(=O)c1cccc(S(=O)(=O)N2CCCCC2)c1
    i	i	i	i	6.3	i	i	0.1	-0.8	i	i
- CC(=O)N1c2ccc(S(=O)(=O)N3CCCC3)cc2CC1C(=O)NC(C)C (stereo not drawn)
    i	i	i	i	3.1	i	i	-0.5	8.5	i	i
- Cc1c(NC(=S)N/N=C/c2cccc(O)c2)c(=O)n(-c2ccccc2)n1C
    i	i	i	i	2.2	i	i	0.2	2.1	i	i
- COc1cc(/C=C/c2c([N+](=O)[O-])c(=O)n(C)c(=O)n2C)cc(OC)c1OC
    i	i	i	i	-3.9	i	i	nt	-11.7	i	i
- Cc1nc(Nc2nc3ccccc3o2)nc(C)c1C
    i	i	i	i	8.9	i	i	-0.7	11.7	i	i
- O=C(NCc1ccncc1)c1cccc(S(=O)(=O)NCc2ccccc2)c1
    i	i	i	i	-11.3	i	i	0.1	3.9	i	i
- COc1ccc(NC(=O)c2cc(-c3ccc(C)o3)nc3ccccc23)cc1
    i	i	i	i	-0.5	i	i	-0.3	17.2	8.06*	i
- Cn1ccnc1SCc1cccc([N+](=O)[O-])c1
    i	i	i	i	1.9	i	i	2.1	-2.2	i	i
- COc1ccc(/C=N/n2c(C)nnc2C)c(OC)c1OC
    i	i	i	i	-3.9	i	i	-0.6	-1.5	i	i
- CCOC(=O)C(C)Sc1nc2ccccc2c(=O)n1CC1CCCCC1 (stereo not drawn)
    i	i	i	i	-15.7	i	i	-0.3	-11.8	i	i
- Cc1ccc(-c2nc(Nc3ccc(O)cc3)c3ccccc3n2)cc1
    i	i	i	i	2.6	i	i	-9.1	-2.1	i	i
- CC(C)CC(OC(=O)c1nsc(Cl)c1Cl)C(=O)NC1CCCC1 (stereo not drawn)
    i	i	i	i	12.9	i	i	0.0	-3.6	i	i
- Cc1cc(SCC(=O)N/N=C/c2ccco2)nc2ccccc12
    i	i	i	i	0.1	i	i	-0.3	-1.3	i	i
- O=C(c1ccc(Br)s1)N1CCN(S(=O)(=O)c2ccccc2)CC1
    i	i	i	i	-6.4	i	i	-0.5	7.4	i	i
- O=C(Nc1ccccn1)c1cccc(S(=O)(=O)N2CCc3ccccc3C2)c1
    i	i	i	i	17.6	i	i	-0.3	16.9	i	i
- CCC(C)(C)n1nnnc1C(c1ccc(OC)c(OC)c1)N1CCN(c2ccc(F)cc2)CC1 (stereo not drawn)
    i	i	i	i	3.1	i	i	0.0	2.6	i	i
- COc1ccccc1-c1noc(-c2ccco2)n1
    i	i	i	i	-7.2	i	i	3.2	-2.8	i	i
- Cc1ccc(CC2CC(=O)N(CC(=O)O)C2=O)cc1 (stereo not drawn)
    i	i	i	i	-2.8	i	i	-0.3	2.6	i	i
- CC(C)c1ccc(OCC(=O)Nc2ccncc2)cc1
    i	i	i	i	-6.4	i	i	1.6	10.3	i	i
- O=C(c1ccccc1)c1ccc(OCC(O)CNC2CCCc3ccccc32)cc1 (stereo not drawn)
    i	i	i	i	-3.2	i	i	0.0	14.9	i	i
- CCOCC(=O)Nc1nc2ccc(OC)cc2s1
    i	i	i	i	-1.4	i	i	2.5	13.4	i	i
- CC(=O)NC(Cc1cnc[nH]1)C(=O)O (stereo not drawn)
    i	i	i	i	-0.9	i	i	-0.3	-3.6	i	i
- COc1ccc(CC(=O)Nc2nnc(SCc3ccccc3)s2)cc1S(=O)(=O)N1CCOCC1
    i	i	i	i	8.2	i	i	0.6	-0.3	i	i
- COc1ccc(C(=O)Nc2nc(-c3ccc(OC)cc3)c(-c3ccc([N+](=O)[O-])cc3)s2)cc1
    i	i	i	i	20.2	i	i	-0.6	0.2	i	i
- COCCNS(=O)(=O)c1cc2[nH]c3c(c2cc1C)C(=O)CC(C)(C)C3
    i	i	i	i	-3.1	i	i	-4.2	-4.5	i	i
- Cn1cccc1C(=O)Nc1nc(-c2ccccn2)cs1
    i	i	i	i	81.4*	i	i	3.4	24.5	i	i
- CC(C)Cn1cnc2sc3c(c2c1=N)CCCC3
    i	i	i	i	4.9	i	i	0.2	1.4	i	i
- CC(OC(=O)c1ccc(NS(=O)(=O)c2ccc3[nH]c(=O)[nH]c3c2)cc1)C(N)=O (stereo not drawn)
    i	i	i	i	2.9	i	i	-0.6	3.2	i	i
- Cn1c(=NC(=O)c2cccc([N+](=O)[O-])c2)sc2ccccc21
    i	i	i	i	-1.5	i	i	4.4	2.1	i	i
- NC(=O)CC(NC(=O)Cc1ccc(Cl)cc1)c1ccc(NC2CC3CCC2C3)c([N+](=O)[O-])c1 (stereo not drawn)
    i	i	i	i	17.1	i	i	-0.6	-0.1	i	i
- NC(=S)N/N=C/c1c(O)ccc2ccccc12
    i	i	i	i	4.2	i	i	0.3	4.7	i	i
- COc1ccc(C(=O)Nc2ccccc2C(=O)N2CCCCCC2)cc1
    i	i	i	i	-1.1	i	i	-0.3	-31.4	i	i
- O=CN1CCN(C(=O)c2ccc(-c3nc4ccccc4s3)s2)CC1
    i	i	i	i	0.5	i	i	-0.9	-4.5	i	i
- FC(F)(F)c1ccc(CN2C[C@@H]3C(c4ccccc4)C4(c5ccccc5)CC3(C4)[C@H]2c2ccccc2)cc1 (stereo partly drawn)
    i	i	nt	i	0.2	nt	i	0.2	3.7	nt	i
- COc1ccc(C/C(N)=N/OC(=O)CCc2ccccc2)cc1
    i	i	i	i	-5.9	i	i	-0.8	0.0	i	i
- C#CCNC(=O)C1=C[C@H](c2csc3ccccc23)C[C@H](OCCCCO)O1
    i	i	i	i	9.0	i	i	0.9	-5.2	i	i
- Cc1cc(=O)oc2c(C(=O)c3ccccc3)c(OCC(N)=O)ccc12
    i	i	i	i	-4.3	i	i	-0.5	4.0	i	i
- O=C(Cn1cc2c(n1)CCCC2)NCCCN1CCN(Cc2ccccc2)CC1
    i	i	i	i	-9.3	i	i	0.3	5.0	i	i
- CSc1ncc(C(=O)NCCCc2ccccc2)c(C)n1
    i	i	i	i	-2.4	i	i	0.5	2.5	i	i
- O=c1c2ccccc2c(-c2ccccc2)nn1Cc1c(Cl)cccc1Cl
    i	i	i	i	74.6*	i	i	0.0	-1.3	i	i
- CC1Cc2ccccc2N1C(=O)CSc1nc2c(c(=O)n(C)c(=O)n2C)n1Cc1ccc(F)cc1 (stereo not drawn)
    i	i	i	i	26.7	i	i	-0.2	-1.1	i	i
- CCc1nn(CC(=O)N2CCN(CC)CC2)c(=O)c2cccn12
    i	i	i	i	3.7	i	i	1.5	-7.5	i	i
- COC(=O)c1cc2c(s1)-c1ccc(OC)cc1CC2
    i	i	i	i	-5.9	i	i	3.6	-0.3	i	i
- CCCCC(=O)Nc1ccc2c(c1)nc(CCN1CCOCC1)n2C
    i	i	i	i	-4.2	i	i	0.0	4.8	i	i
- O=C(NCCCN1CCOCC1)c1cccc(S(=O)(=O)NCc2ccccc2)c1
    i	i	i	i	-0.7	i	i	0.9	-0.7	i	i
- COc1ccc(-c2c(-c3ccsc3)oc3ccc(N4CCOCC4)cc23)cc1
    i	i	i	i	-7.2	i	i	0.5	0.7	i	i
- CCN1C(=Nc2ccc(Cl)cc2)SC/C1=C\C(=O)OC
    i	i	i	i	-0.1	i	i	1.4	-3.6	i	i
- CCCNC(=O)C1CC(=O)N(c2ccc(OCc3ccc(F)cc3)cc2)C1 (stereo not drawn)
    i	i	i	i	11.8	i	i	0.9	17.2	i	i
- COc1ccc(-n2cc(CN(C)C(C)c3ccncn3)c(-c3cccc(F)c3)n2)cc1 (stereo not drawn)
    i	i	i	i	-6.8	i	-8*	0.0	5.1	i	i
